Screening data from PubChem.
FLuc modulator – qHTS profiling assay for firefly luciferase inhibitor/activator using purifed enzyme and Km concentrations of substrates (counterscreen for miR-21 project) | purified FLuc, Km substrates, luminescence inhibition | Potency, µM (highest dose often 57.5 µM), without a hit: at the top dose activity change, negative = inhibition, usual class: inhibitors | hit rate 6.9% among 360,000 | AID 588342, 2011;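 also: plate controls were vehicle for no effect and reference inhibitor for full effect; nearly all actives have a fitted effect of over 55% in size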
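Biochemical qHTS of compounds, final roughly 60 µM downward over six points, against 10 nM purified firefly luciferase using Km concentrations of substrates (10 uM D-luciferin, 10 uM ATP) in Tris acetate pH 7.5 buffer; luminescence output.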
MBNL1 CUG block – qHTS Assay for Inhibitors of MBNL1-poly(CUG) RNA binding; Muscleblind-like protein 1 (Homo sapiens), Q9NR56; TR-FRET MBNL1-His/biotin-(CUG)12 binding, 665/545 ratio; Potency, µM (top dose mostly 57.5 µM), for inactives: at the top dose activity change, negative = inhibition, hits mostly inhibitors; hit rate 0.036% among 280,000; AID 2675, 2010; active = well fitted inhibition curve with a large enough effect in the signal ratio, with a control signal flat, not every such curve was filed as active; inconclusive = small, poorly fitted or top-dose-only effect, or effect the other way, or a change in a side signal; inactive = no such curve, though single readings can be large or run the other way; the % refers to the signal ratio; also: % is scaled to controls: 0 for no effect and ±100 for the full control effect
Target sequence (Q9NR56 whole entry, looked up): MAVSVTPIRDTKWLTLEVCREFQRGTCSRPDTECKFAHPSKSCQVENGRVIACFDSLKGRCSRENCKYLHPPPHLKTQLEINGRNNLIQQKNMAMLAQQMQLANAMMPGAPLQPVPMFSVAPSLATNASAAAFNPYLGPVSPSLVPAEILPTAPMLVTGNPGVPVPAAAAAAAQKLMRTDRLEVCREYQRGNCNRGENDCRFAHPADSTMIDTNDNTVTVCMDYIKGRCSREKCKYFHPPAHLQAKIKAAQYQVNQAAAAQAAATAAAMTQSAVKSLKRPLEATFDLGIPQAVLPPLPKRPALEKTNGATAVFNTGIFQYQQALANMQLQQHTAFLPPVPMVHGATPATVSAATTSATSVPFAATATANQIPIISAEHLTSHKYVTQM
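TR-FRET readout: Ex 340 nm, 665/545 nm emission ratio, normalized to buffer-only (basal) and MBNL1-(CUG)12 controls. Complex of MBNL1-His with Biotin-(CUG)12, compounds 92 nM–58 uM, incubated 60 min at room temperature.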
BRCA1 expr act – qHTS Assay to Identify Small Molecule Activators of BRCA1 Expression; MCF7-BRCA1-FFLuc reporter, luminescence, 48 h; response scale: scaled: vehicle 0%, 10 µM genistein 100%; Potency, µM (titrated, usually from 46.1 µM), without a hit: at the top dose activation, most hits filed as activators; hit rate 1.1% among 380,000; AID 624202, 2012; also: nearly all actives have a fitted effect of over 80% in size; some results filed as inactive show a strong effect at the top dose
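48 h compound treatment of MCF7-BRCA1-FFLuc cells (phenol-red free MEM, 37 °C), then 15 min with luciferase substrate and luminescence imaging.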
ELG1 genotox – qHTS screen for small molecules that induce genotoxicity in human embryonic kidney (HEK293T) cells expressing luciferase-tagged ELG1; HEK293T ELG1-luciferase reporter, luminescence, 16 h; Potency, µM (series often up to 46 µM), for the others: at the highest dose activity change, positive = activation, most hits filed as activators; hit rate 1.3% among 330,000; also: % of control where 0% means no effect; nearly all actives have a fitted effect of over 60% in size
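Step 1: seed 2,000 HEK293T ELG1-luciferase cells per well. Step 2: add compound or DMSO, incubate 16 hr at 37 °C. Step 3: ONE-Glo, 30 min at room temperature, read luminescence.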
NPC1 prom act – qHTS Assay for NPC1 Promoter Activators. AID 485313, 2010. hit rate 2.4% among 320,000. Huh7 NPC1 promoter luciferase reporter, 24 h. Potency, µM (series often up to 9.22 µM), for inactives: at the top dose activation, usual class: activators;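 also: % of control where 0% means no effect; nearly all actives have a fitted effect of over 60% in size; reporter is driven by a mutant NPC1 promoter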
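Cells: Huh7 expressing luciferase under the NPC1 promoter, 1500/well. Seeded 2 h, compound added, incubated 24 h at 37 °C. Luciferase reagent, 10 min ambient, then luminescence.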
RORg inh – qHTS for inhibitors of ROR gamma transcriptional activity; Nuclear receptor ROR-gamma (Mus musculus), P51450; Drosophila S2 Gal4-RORgamma UAS-luciferase reporter, 20 h; Potency, µM (series often up to 53.6 µM), for the others: at the highest dose activity change, negative = inhibition, actives largely listed as inhibitors; hit rate 5.4% among 310,000; AID 2551, 2010; also: % is scaled to controls: 0 for no effect and ±100 for the full control effect; nearly all actives have a fitted effect of over 60% in size
Target sequence (P51450 whole entry, looked up, the tested form may be a part): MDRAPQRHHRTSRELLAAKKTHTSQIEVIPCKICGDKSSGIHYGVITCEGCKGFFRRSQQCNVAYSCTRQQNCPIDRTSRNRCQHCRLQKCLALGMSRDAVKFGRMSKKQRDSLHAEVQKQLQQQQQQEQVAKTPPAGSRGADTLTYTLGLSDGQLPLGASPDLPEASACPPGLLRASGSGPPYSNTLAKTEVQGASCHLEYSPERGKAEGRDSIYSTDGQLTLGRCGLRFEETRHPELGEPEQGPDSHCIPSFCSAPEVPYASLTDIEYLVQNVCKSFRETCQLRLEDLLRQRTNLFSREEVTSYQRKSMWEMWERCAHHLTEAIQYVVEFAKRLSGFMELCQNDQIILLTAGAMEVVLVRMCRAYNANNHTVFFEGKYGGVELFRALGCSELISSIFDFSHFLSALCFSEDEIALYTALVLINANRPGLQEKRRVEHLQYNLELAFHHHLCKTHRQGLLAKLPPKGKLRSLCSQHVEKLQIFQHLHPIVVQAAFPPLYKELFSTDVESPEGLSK
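Schneider cells (Drosophila), stable Gal4 DBD–ROR gamma + UAS-luc; 1 hr cmpd preincubation; Cu2+ induction 700 uM final; 20 hr ambient; luminescence.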
uPA surface inh – qHTS for Inhibitors of Cell Surface uPA Generation | AID 540303, 2011 | Potency, µM (highest dose often 38.3 µM), inactives show top-dose activity change, negative = inhibition, hits mostly inhibitors | hit rate 0.31% among 330,000 | cell surface uPA generation assay, qHTS; active = well fitted inhibition curve with a large enough effect; inconclusive = small, poorly fitted or top-dose-only effect; inactive = no such curve, though single readings can be large or run the other way; tested in mouse RAW 264.7 cells; also: % is scaled to controls: 0 for no effect and ±100 for the full control effect; nearly all actives have a fitted effect of over 55% in size
VP16 counter – VP16 counterscreen qHTS for inhibitors of ROR gamma transcriptional activity | Drosophila S2 Gal4-VP16 UAS-luciferase, luminescence, 20 h | hit rate 3.5% among 310,000 | Potency, µM (doses to about 53.6 µM), without a hit: at the highest dose activity, negative = inhibition, actives largely listed as inhibitors;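 also: Gal4-VP16 expression switched on by copper sulfate through the metallothionein promoter; % is scaled to controls: 0 for no effect and ±100 for the full control effect; nearly all actives have a fitted effect of over 50% in size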
Rab9 prom act – qHTS Assay for Rab9 Promoter Activators. Huh7 Rab9 promoter-luciferase reporter, luminescence, 24 h. Potency, µM (top dose mostly 9.22 µM), for inactives: at the top dose activation, negative = inhibition, most hits filed as activators. hit rate 2.8% among 320,000. AID 485297, 2010; also: % of control where 0% means no effect; nearly all actives have a fitted effect of over 60% in size
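Measured in stably transfected Huh7 cells bearing a Rab9 promoter–luciferase construct: 24 h compound treatment at 37 °C, followed by luminescence detection.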
p53 reactivator – qHTS assay for re-activators of p53 using a Luc reporter; Potency, µM (highest dose often 92.2 µM), for inactives: top-dose activity change, positive = activation, hits mostly activators; H1299 p53-A138V BP100-luciferase reporter, luminescence, 24 h; hit rate 0.063% among 320,000; also: % of control where 0% means no effect; nearly all actives have a fitted effect of over 45% in size
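H1299 (p53-null), stable ts p53-A138V + BP100-Luc; 1000 cells/well, Opti-MEM/10% FBS; cpd 4 pt, 1:5; 24 h, 37 deg C, 5% CO2; detection reagent 10 min RT; luminescence.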
The depositor's hits bear a star; ? = inconclusive; . = not tested or not shown; [ ] = dose if it differs, or a comment. Unless noted, calls follow the shape of the dose curve; as a rule, active = well fitted curve in the direction sought with a large enough effect; inconclusive = small, poorly fitted or top-dose-only effect, or another doubt; inactive = no such curve, though single readings can be large; an effect the other way counts as inactive or inconclusive. Potency is read from the fitted curve at half-maximal effect.

1	CCOC(=O)C(C)Sc1nnc(Cc2cc(=O)[nH]c(=O)[nH]2)n1-c1cccc(OC)c1 (stereo not given)
2	O=C(COC(=O)c1ccccc1OCc1ccccc1Cl)NC1CC1
3	Cc1nc(-c2ccc([N+](=O)[O-])cc2)c(-c2ccccc2)o1
4	COc1ccccc1-n1cnc(N)c1C(=O)c1ccccc1
5	O=C(Cc1cscn1)c1ccc(O)cc1O
6	CCSc1nnc(Cc2cc(=O)[nH]c(=O)[nH]2)n1-c1ccc(F)cc1
7	COC(=O)[C@@H]1C(c2c(OC)cc(OC)cc2OC)=NO[C@H]1C(=O)OC
8	Cc1nc2sc(C(c3cccc(F)c3)N3CCCCC3)c(O)n2n1 (stereo not given)

assay / compound	1	2	3	4	5	6	7	8
ELG1 genotox	2%	0%	1%	-1%	-3%	1%	2%	0%
p53 reactivator	-1%	8%	-5%	-4%	5%	6%	-5%	-2%
uPA surface inh	-10%	3%	-15%	-8%	3%	12%	-1%	-1%
VP16 counter	1%	0%	-7%	2%	-7%	1%	9%	-7%
FLuc modulator	-1%	-3%	0%	10%	-4%	0%	-3%	-1%
RORg inh	-14%	12%	1%	3%	43%	?	-2%	-3%
Rab9 prom act	8%	-3%	0%	-5%	14%	-5%	-5%	-3%
NPC1 prom act	-1%	2%	-1%	-17%	6%	0%	-3%	-3%
MBNL1 CUG block	4%	4%	?	-5%	-5%	-4%	6%[11.5 µM]	1%
BRCA1 expr act	6%	-5%	-15%	-42%	-8%	4%	1%	-11%

Sorted by number of heavy atoms (low to high): part of the list above
3	Cc1nc(-c2ccc([N+](=O)[O-])cc2)c(-c2ccccc2)o1
4	COc1ccccc1-n1cnc(N)c1C(=O)c1ccccc1
8	Cc1nc2sc(C(c3cccc(F)c3)N3CCCCC3)c(O)n2n1 (stereo not given)
7	COC(=O)[C@@H]1C(c2c(OC)cc(OC)cc2OC)=NO[C@H]1C(=O)OC

assay / compound	3	4	8	7
ELG1 genotox	1%	-1%	0%	2%
p53 reactivator	-5%	-4%	-2%	-5%
uPA surface inh	-15%	-8%	-1%	-1%
VP16 counter	-7%	2%	-7%	9%
FLuc modulator	0%	10%	-1%	-3%
RORg inh	1%	3%	-3%	-2%
Rab9 prom act	0%	-5%	-3%	-5%
NPC1 prom act	-1%	-17%	-3%	-3%
MBNL1 CUG block	?	-5%	1%	6%[11.5 µM]
BRCA1 expr act	-15%	-42%	-11%	1%

Remaining list, next part
9	Cc1cc2c(ncn2Cc2ccccc2)c([N+](=O)[O-])c1C
10	COC(=O)CC1C(=O)NCCN1C(=O)CSc1nnc(Nc2ccc(OC)cc2)s1 (stereo not given)
11	C/C(=N\NC(=O)c1nn(C)cc1Cl)c1ccncc1
12	COC(=O)c1ccc(Oc2coc3cc(OCc4cnn(-c5ccccc5)c4)ccc3c2=O)cc1
13	CC(=O)Nc1ccc2c(c1)ncn2-c1ccccc1
14	COc1ccc(/C=C(/NC(=O)c2ccccc2Cl)C(=O)NCCCC(=O)O)cc1
15	COc1ccc2nc(C)cc(Nc3cccc(C(=O)O)c3)c2c1
16	CCN(C1CCCCC1)S(=O)(=O)c1c(C)n(C)c(=O)n(C)c1=O

assay / compound	9	10	11	12	13	14	15	16
ELG1 genotox	-4%	6%	3%	4%	21µM*	-1%	0%	0%
p53 reactivator	1%	2%	3%	1%	23%	0%	9%	2%
uPA surface inh	3%	-3%	13%	8%	-1%	1%	6%	-7%
VP16 counter	-17%	?	-2%	1%	-9%	17%	-1%	.
FLuc modulator	0%	21µM*	0%	-5%	11µM*	3%	3%	-2%
RORg inh	31%	0%	30%	-14%	-9%	-2%	35%	.
Rab9 prom act	-4%	2%	0%	-5%	1.4µM*	1%	0%	1%
NPC1 prom act	-2%	6%	1%	-7%	2.8µM*	-3%	-5%	-1%
MBNL1 CUG block	-1%	-17%	?	-3%	-6%	3%	12%	.
BRCA1 expr act	3%	10%	34%	-40%	97%	0%	14%	0%

17	Cc1ccc(C(=O)NC(=S)NCC2CCCO2)cc1[N+](=O)[O-] (stereo not given)
18	COc1ccc(-c2cc(C(=O)N3CCc4ccccc4C3)no2)cc1
19	CC(=O)N/C(=N\c1nc(C)cc(C)n1)Nc1ccc2ccccc2c1
20	O=S1(=O)CC=C(CSC(=S)NC2CCS(=O)(=O)C2)C1 (stereo not given)
21	Cc1ccc(CNC(=O)CCCCCNc2nc(=S)[nH]c3ccccc23)cc1
22	COC(=O)CN(c1ccc(OCc2ccccc2)cc1)S(C)(=O)=O
23	O=C(NC(=S)NC1CCS(=O)(=O)C1)c1cccs1 (stereo not given)
24	O=C(NCc1cccs1)C1CCCN1C(=O)Nc1ccccc1Cl (stereo not given)

assay / compound	17	18	19	20	21	22	23	24
ELG1 genotox	0%	24%	14%	7%	-10%	-3%	2%	-3%
p53 reactivator	3%	-2%	.	-11%	-3%	17%	1%	-2%
uPA surface inh	-5%	7%	-3%	-1%	.	3%	3%	2%
VP16 counter	?	-5%[10 µM]	?	-18%	-9%	8%	0%	11%
FLuc modulator	0%	17µM*	?	2%	-4%	4%	4%	-1%
RORg inh	7.1µM*	-2%	-34%	-26%	?	16%	38%	-43%
Rab9 prom act	10%	-4%	27%	-20%	-4%	-1%	0%	6%
NPC1 prom act	0%	1%	16%	-17%	-10%	-1%	-3%	-1%
MBNL1 CUG block	?	-2%	3%	-13%	-5%	-3%	.	0%
BRCA1 expr act	0%	23%	42%	-27%	.	29%	2%	-8%

25	CCN(CC)CCn1c2c(c(SCC(=O)Nc3ccc(C)c(F)c3)nc1=O)CCC2
26	COc1ccc2nc(Nc3nc4cc5c(cc4s3)OCO5)sc2c1
27	Cc1ccc(C(=O)NCC(c2ccco2)N2CCCCC2)s1 (stereo not given)
28	CNC(=O)c1oc(-c2ccc(Cl)cc2)nc1C
29	O=C(O)C1=C[C@@H](C2CCCCC2)C[C@@H](OCc2ccc(CO)cc2)O1
30	CCCCC(=O)Nc1ccc(C(=O)NNC(=O)CCc2ccccc2)cc1
31	COc1ccc(C(=O)OCC(=O)Nc2ncc([N+](=O)[O-])s2)cc1OC
32	CCN(c1ccccc1)S(=O)(=O)c1ccc2c(c1)N(C(C)=O)CCS2

assay / compound	25	26	27	28	29	30	31	32
ELG1 genotox	?	16%	2%	0%	3%	-1%	2%	-2%
p53 reactivator	1%	9%	2%	21%	0%	-1%	16%	2%
uPA surface inh	2%	-1%	-2%	16%	3%	-4%	4%	?
VP16 counter	.	11µM*	.	-1%[10 µM]	-6%	-3%	.	9%
FLuc modulator	7%	-16%	?	-4%	-1%	-3%	-19%	1%
RORg inh	.	4.5µM*	.	14%	10%	-21%	.	11%
Rab9 prom act	-4%	-1%	-1%	0%	10%	4%	-2%	-4%
NPC1 prom act	-1%	16%	1%	-3%	2%	2%	3%	-6%
MBNL1 CUG block	.	.	.	5%	-8%	2%	.	-9%
BRCA1 expr act	-15%	22%	42%	7%	10%	7%	35%	-16%

33	COCC(C)NC(=O)/C(=C/c1ccccc1)c1ccccc1 (stereo not given)
34	C=CCNC(=O)NC(=O)Cn1c(=O)c2c(ncn2CC)n(Cc2ccccc2)c1=O
35	CC(/C=N/N1CCN(c2ccccc2)CC1)=C\c1ccco1
36	O=C1CN(C(=O)COc2ccccc2F)c2ccccc2N1
37	CCCCn1c(N)c(N(CCOC)C(=O)c2oc3ccc(OCC)cc3c2C)c(=O)[nH]c1=O
38	CS(=O)(=O)N(CC(=O)N1CCN(c2cccc(Cl)c2)CC1)C1CCCCC1
39	NC(=O)NC(=O)COC(=O)c1cccnc1Nc1ccccc1F
40	Cc1cccc(C)c1NC(=O)CNC(=O)C(C)N1CCN(c2cccc(Cl)c2)CC1 (stereo not given)
41	Cn1c(=O)c2c(nc(SCC(=O)Nc3ccccc3)n2C)n(C)c1=O
42	CCn1ccc(C(=O)NC2=NCCS2)n1
43	CCOC(=O)C/C(C)=N/NC(=O)C1CC1(c1ccccc1)c1ccccc1 (stereo not given)

assay / compound	33	34	35	36	37	38	39	40	41	42	43
ELG1 genotox	-8%	8%	?	3%	1%	-8%	8%	0%	0%	6%	1%
p53 reactivator	0%	-1%	8%	-7%	2%	-15%	2%	-11%	1%	?	1%
uPA surface inh	2%	-2%	-1%	1%	9%	1%	3%	3%	9%	2%	2%
VP16 counter	-7%	2%	8%	17%	.	-13%	2%	.	5%	-1%	?
FLuc modulator	6%	-1%	2.4µM*	2%	0%	-2%	-2%	-1%	1%	-16%	4%
RORg inh	0%	15%	-1%	-2%	.	2%	1%	.	-5%	-36%	10µM*
Rab9 prom act	-4%	0%	?	-5%	5%	-6%	13%	-5%	-5%	15%	1%
NPC1 prom act	2%	-1%	2µM*	-1%	-3%	0%	-1%	1%	0%	-2%	-4%
MBNL1 CUG block	0%	-5%	-7%	-1%	.	0%	.	.	-11%	-13%[11.5 µM]	-1%
BRCA1 expr act	-7%	-13%	6.3µM*	-8%	2%	-22%	25%	-25%	3%	50%	-1%
